CHO-K1 Ca PAM: nonselective calcium activators in parental CHO-K1 cells, primary screen, counter-screen for M1 PAM project, cell-based, Fluo-8 calcium fluorescence, full deck, 1536-well; ATP EC20; 0% at ATP EC20, 100% at ATP max; activation, % at 3 µM; actives 0.02% (n = 360,000);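 active means activation above the run cutoff, the mean activation of all test compounds plus 3 SD, cut at about 40% in these data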;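 further: peak over basal fluorescence ratio in a 140 s read after ATP addition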
TAAR1 ag: human TAAR1 agonists, primary screen, Fluo-8 calcium fluorescence, CHO RD-HGA16 cells; Trace amine-associated receptor 1 (Homo sapiens), Q96RJ0; vehicle wells 0%, saturating PEA agonist 100%; activation, % at 3 µM; actives 0.99% (n = 360,000);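 active means activation above the mean activation of all test compounds in the run plus 3 SD, cut at about 38% in these data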
Target sequence (Q96RJ0 whole entry, looked up): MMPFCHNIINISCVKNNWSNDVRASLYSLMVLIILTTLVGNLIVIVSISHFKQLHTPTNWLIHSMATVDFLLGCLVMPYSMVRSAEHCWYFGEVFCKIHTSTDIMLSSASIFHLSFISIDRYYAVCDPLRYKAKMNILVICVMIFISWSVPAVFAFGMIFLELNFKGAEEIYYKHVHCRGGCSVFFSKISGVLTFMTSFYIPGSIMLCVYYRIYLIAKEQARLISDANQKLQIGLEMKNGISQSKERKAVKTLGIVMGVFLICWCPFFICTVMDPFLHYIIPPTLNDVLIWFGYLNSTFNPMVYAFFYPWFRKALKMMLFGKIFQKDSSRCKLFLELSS
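Test system: RD-HGA16 (CHO) cells co-expressing Gα16 and hTAAR1 | Doses: Single dose, 3 µM | Schedule: 17-24 h seeding, 75 min 37 °C dye, 30 min RT | Evaluation: % activation from peak over basal fluorescence ratio, DMSO-to-PEA scaled | Technique: Kinetic Fluo-8 calcium fluorescence | Benchmarks: Low control DMSO, high control PEA (EC100)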
M1 ag parental: counter-screen for M1 agonists: effect in parental CHO-K1 cells. Fluo-8 calcium fluorescence; scaled to maximal ATP response, vehicle zero. activation, % at 3 µM. actives 0.48% (n = 360,000); in the data active means activation above about 15%;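 further: untransfected CHO-K1 host cells lacking M1 receptor as counterscreen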
M1 ag: human M1 muscarinic receptor agonists, primary screen, Fluo-8 calcium fluorescence, CHO-K1 cells, HTS; Muscarinic acetylcholine receptor M1 (Homo sapiens), P11229; CHO-K1 hM1, agonist mode; 0% DMSO, 100% acetylcholine EC100; activation, % at 3 µM; actives 0.33% (n = 360,000);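 active means activation above the run's mean compound activation plus 3 SD, cut at about 16% in these data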;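 further: peak over basal fluorescence ratio within a 140 s kinetic read after compound addition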
CHRM1 antagonist: human M1 muscarinic receptor antagonists, primary screen, CHO-K1 cells, Fluo-8 calcium fluorescence, 1536-well | CHO-K1 hM1, ACh EC80 antagonist | AID 588852, 2011 | actives 1.3% (n = 360,000) | Muscarinic acetylcholine receptor M1 (Homo sapiens), P11229 | inhibition, % at 3 µM;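 active means percent inhibition above its own plate's cutoff, namely the mean of that plate's compound wells plus 3 SD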;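 further: peak over basal fluorescence ratio during 140 s after agonist addition; 0% = ACh EC80 plus DMSO and 100% = DMSO alone without agonist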
TAAR1 antag: human TAAR1 antagonists, primary screen, Fluo-8 calcium fluorescence, CHO RD-HGA16 cells; Trace amine-associated receptor 1 (Homo sapiens), Q96RJ0; antagonist; inhibition, % at 3 µM; actives 1.5% (n = 360,000);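 active means inhibition above a per-plate cutoff, the mean inhibition of test compounds on that plate plus 3 SD, cut at about 49% in these data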;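 further: 0% = DMSO plus EC80 beta-PEA response and 100% = DMSO alone without agonist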
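Assay system: RD-HGA16 CHO cells with stable hTAAR1 and Gα16 / Reagent: EC80 β-phenethylamine stimulus / Doses: 3 µM, single point / Timing: dye loading 75 min at 37 °C, then 30 min room temperature / Measured by: Fluo-8 intracellular calcium dye fluorescence, real-time kinetic reads / Controls: vehicle wells and EC80 agonist wells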
OXTR potentiator: human OXTR potentiators, primary screen, fluorescence, CHO-OTR cells, Fluo-8 calcium; activation, % at 3 µM; AID 2445, 2010; actives 0.061% (n = 320,000); Fluo-8 calcium fluorescence, potentiator mode; 0% = oxytocin EC15, 100% = EC100;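 active means activation above that plate's cutoff, the mean activation of tested compounds plus 3 SD, cut at about 6.6% in these data, passing the limit was not always enough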;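 further: 100% uses oxytocin at 75 nM as the full agonist control; some results filed as inactive read as strong as hits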
Target sequence (P30559 whole entry, looked up): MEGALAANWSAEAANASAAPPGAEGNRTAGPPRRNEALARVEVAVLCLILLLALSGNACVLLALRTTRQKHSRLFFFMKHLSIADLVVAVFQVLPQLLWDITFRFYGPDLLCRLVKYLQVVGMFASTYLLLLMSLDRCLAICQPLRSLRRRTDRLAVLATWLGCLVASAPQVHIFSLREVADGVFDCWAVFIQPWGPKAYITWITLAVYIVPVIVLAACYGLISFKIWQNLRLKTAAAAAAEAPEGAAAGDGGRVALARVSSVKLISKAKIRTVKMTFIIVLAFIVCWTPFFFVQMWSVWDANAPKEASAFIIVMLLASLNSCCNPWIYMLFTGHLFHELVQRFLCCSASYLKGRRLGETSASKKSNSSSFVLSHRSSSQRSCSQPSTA
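Material: CHO-OTR cells, human receptor; compound dosing: single dose, 3.0 µM nominal final compound concentration; schedule: 6 min compound pre-incubation at room temperature, 100 s kinetic read; measured by: kinetic Fluo-8 calcium fluorescence; read-out basis: % activation vs EC15 and EC100 oxytocin; controls: EC15 oxytocin alone as 0%, 75 nM oxytocin as 100%; replicates: singlicate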
CHO parental Ca: ATP-evoked calcium signal inhibitors, parental CHO, primary screen, counter-screen for OX1R antagonist project, cell-based, fluorescence, Fluo-8 calcium dye; parental CHO-K1, ATP-induced calcium, Fluo-8 fluorescence; inhibition, % at 5.6 µM; AID 463079, 2010; actives 0.63% (n = 330,000);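 active means inhibition above that plate's mean sample inhibition plus 3 SD, cut at about 26% in these data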;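 further: 0% = ATP-challenged DMSO wells and 100% = DMSO wells without ATP; some compounds past the cut are filed as inactive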
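Test system: untransfected parental CHO cell line. Compound: one dose, 5.6 µM nominal. Detection: intracellular calcium via Fluo-8 no-wash fluorescent dye. Measure: % inhibition. Benchmarks: ATP-challenged DMSO wells low, unchallenged DMSO wells high.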
CHO-K1 Ca antag: M1 antagonist counterscreen hit in parental CHO-K1 cells | actives 0.6% (n = 360,000) | inhibition, % at 3 µM | ATP-induced calcium, Fluo-8 fluorescence;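 active means inhibition above a per-plate cutoff, the plate's mean sample inhibition plus 3 SD, cut at about 24% in these data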;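 further: 0% = DMSO plus EC80 ATP and 100% = DMSO alone without ATP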
* hit, by the source's call; / = not tested or not shown.

[1] CCOc1ccc(Nc2nc(N)c([N+](=O)[O-])c(N3CCN(C)CC3)n2)cc1
[2] Cc1ccccc1C(=O)OCCN1CCOCC1
[3] COc1ccc(S(=O)(=O)N(C)C[C@@H]2Oc3ccc(NS(C)(=O)=O)cc3C(=O)N([C@@H](C)CO)C[C@H]2C)cc1
[4] CC(C)NC(=O)C(Cc1ccccc1)N1C(=O)c2ccccc2C1=O (stereo not drawn)
[5] COc1ccc(S(=O)(=O)NNC(=O)c2ccc(-n3c(C)ccc3C)cc2)cc1
[6] COc1ccc(NS(=O)(=O)c2cccc(C(=O)NCc3ccccc3CN3CCOCC3)c2)cc1
[7] CCCCc1ccc(NC(=S)NCCO)cc1
[8] CC(Sc1nc2c(c(=O)[nH]1)CCCC2)C(=O)Nc1ccc(S(N)(=O)=O)cc1 (stereo not drawn)

assay / entry | 1 | 2 | 3 | 4 | 5 | 6 | 7 | 8
CHO-K1 Ca PAM | -2 | 24 | 1 | 4 | 20 | 10 | 23 | 19
TAAR1 ag | 8 | 2 | 3 | 11 | 4 | 6 | 5 | 0
M1 ag parental | 0.2 | 0.7 | -0.4 | 0.5 | 0.3 | 7.5 | 0.1 | -0.4
M1 ag | -5 | -6 | 2 | -6 | -5 | 23* | -8 | -6
CHRM1 antagonist | -6 | -1 | -16 | -1 | -11 | 6 | -7 | 4
TAAR1 antag | 41 | -20 | -17 | -4 | -22 | 16 | 13 | -6
OXTR potentiator | -9 | -7 | -1 | -9 | -13 | / | -7 | -2
CHO parental Ca | -10 | 4 | 7 | -7 | -1 | / | 0 | 4
CHO-K1 Ca antag | 0 | -10 | -2 | 3 | -5 | -17 | -10 | 12

[9] COc1ccc(/C=N/NC(=O)C(=O)NCC2CCCO2)cc1 (stereo not drawn)
[10] COc1ccc(CCNC(=S)Nc2cccc3ccccc23)cc1
[11] CC(C)(C)C(=O)NC(NC(=S)Nc1ccc(S(N)(=O)=O)cc1)C(Cl)(Cl)Cl (stereo not drawn)
[12] CN1CCC(NC(=O)c2cc(-c3cccc(Br)c3)nc3ccccc23)CC1
[13] CC(=O)Nc1ccc(N/C=C/C(=O)c2ccc(Cl)cc2)cc1
[14] O=S1(=O)C[C@H](N2CCC(Cc3ccccc3)CC2)[C@@H](COCc2ccccc2)N1
[15] S=c1[nH]nc(-c2cc(-c3ccco3)[nH]n2)n1-c1cccc2ccccc12
[16] CCC(C)(C)NC(=O)c1ccc2c(c1)N(CC(=O)NC1CCCC1)C(=O)C(C)(C)O2

assay / entry | 9 | 10 | 11 | 12 | 13 | 14 | 15 | 16
CHO-K1 Ca PAM | -1 | 25 | 14 | -22 | 10 | 6 | 21 | -4
TAAR1 ag | 0 | 2 | 0 | 9 | 1 | 4 | 4 | -2
M1 ag parental | -0.6 | 0.7 | 0.3 | 1.7 | 0.3 | 2.0 | 0.8 | 0.2
M1 ag | -7 | -7 | -1 | 3 | 2 | -2 | -3 | -2
CHRM1 antagonist | 9 | 4 | -11 | -9 | -7 | 8 | -16 | 0
TAAR1 antag | -19 | -6 | 4 | -13 | -14 | -13 | -3 | 2
OXTR potentiator | -1 | -3 | -7 | -13 | -5 | / | -4 | -1
CHO parental Ca | -9 | -17 | -7 | -17 | -10 | / | -10 | -15
CHO-K1 Ca antag | -5 | -11 | 10 | 15 | 4 | 7 | -16 | 2

[17] COc1cc(C2N(C)C(=O)c3ccccc3N2C)ccc1O (stereo not drawn)
[18] O=S(=O)(Nc1ccc(NS(=O)(=O)c2ccccc2)c(Cl)c1)c1ccccc1
[19] OCCC1CN(Cc2ccsc2)CCN1C1CCCC1 (stereo not drawn)
[20] Cc1cccc(N(C)S(=O)(=O)c2ccc3[nH]c(=O)c(=O)[nH]c3c2)c1
[21] COc1ccccc1N=Nc1[nH]c2ccc(C)cc2c1O
[22] Cc1ncsc1CCOC(=O)c1ccc(N2CCOCC2)c([N+](=O)[O-])c1
[23] COc1ccc(C)cc1NC(=O)CNc1ccc(C(C)=O)cc1
[24] CCOC(=O)c1cnc2ccc(C)cn2c1=O

assay / entry | 17 | 18 | 19 | 20 | 21 | 22 | 23 | 24
CHO-K1 Ca PAM | 6 | 22 | 4 | 14 | 7 | 5 | 8 | -7
TAAR1 ag | 2 | 3 | 1 | 8 | 3 | 5 | 4 | 0
M1 ag parental | 17* | 0.6 | 0.9 | 2.2 | 0.1 | 2.9 | 0.5 | 0.6
M1 ag | -4 | -1 | -7 | 0 | 0 | -1 | -4 | -2
CHRM1 antagonist | 5 | -29 | 43* | -8 | 4 | -10 | 0 | -10
TAAR1 antag | -7 | 1 | -27 | 0 | -13 | -3 | -4 | -9
OXTR potentiator | -2 | / | -9 | 0 | 1 | -33 | -5 | 1
CHO parental Ca | -8 | / | -12 | -3 | 2 | 18 | -7 | -8
CHO-K1 Ca antag | 0 | -12 | -16 | -11 | -1 | -9 | -4 | -8

[25] Cc1ccsc1C(=O)OCC(=O)NC1CC1
[26] COC(=O)c1cccc(NC(=O)C2C3CCC(C3)C2C(=O)O)c1 (stereo not drawn)
[27] COc1cc(NC(=O)c2cc([N+](=O)[O-])ccc2Br)ccc1NC(=O)c1ccco1
[28] COc1cc(C2Nc3ccccc3C(=O)N2c2ccccc2)ccc1O (stereo not drawn)
[29] CC(=O)c1nc(N2C(=O)CC(Cc3ccc(C)cc3)C2=O)sc1C (stereo not drawn)
[30] COc1ccc(OC)c(N(CC(=O)Nc2cccc(C(F)(F)F)c2)S(C)(=O)=O)c1
[31] Cc1csc(=O)n1CC(=O)OCC(=O)NNC(=O)c1ccc([N+](=O)[O-])cc1
[32] CCOc1ccccc1N1CC(O)=C(c2nc3ccccc3s2)C1=N

assay / entry | 25 | 26 | 27 | 28 | 29 | 30 | 31 | 32
CHO-K1 Ca PAM | 12 | 17 | 8 | 20 | 6 | -14 | -13 | 20
TAAR1 ag | -2 | -2 | -1 | -5 | 3 | 5 | 1 | 23
M1 ag parental | -0.1 | 1.1 | 3.7 | 0.1 | 0.7 | 0.3 | 0.2 | 4.7
M1 ag | 1 | -5 | -6 | -5 | -5 | -1 | 1 | -1
CHRM1 antagonist | -12 | -6 | 15 | -20 | -4 | 6 | -25 | 3
TAAR1 antag | 3 | 43 | -5 | -6 | 12 | 17 | -17 | 66*
OXTR potentiator | 0 | -10 | 5 | 0 | -7 | -1 | -13 | -12
CHO parental Ca | -2 | -3 | -6 | -5 | -3 | -16 | 0 | -9
CHO-K1 Ca antag | -17 | -7 | 10 | -4 | -4 | 21 | 5 | -7

[33] O=C(NCCN1C(=O)S/C(=C\c2cccs2)C1=O)[C@H](Cc1ccccc1)N1C(=O)c2ccccc2C1=O
[34] Cc1ccc2cc3cc(C(=O)N4CCN(C(=O)c5ccco5)CC4)sc3nc2c1
[35] O=C(CCN1CCN(c2ccccc2)CC1)Nc1ccccc1F
[36] COc1ccccc1C(=O)NC(CCSC)C(=O)NNC(=O)c1ccncc1 (stereo not drawn)
[37] O=C(CN1C(=O)COc2ccc(Cl)cc21)Nc1ccccn1
[38] O=C(Nc1ccc(S(=O)(=O)Nc2cnc3ccccc3n2)cc1)c1ccccc1Br
[39] CCNC(=O)n1nccc1C(C)Oc1ccccc1 (stereo not drawn)
[40] CN(C)c1ncnc2c1NC1=C(S2)C(=NCCCC(=O)O)CC(C)(C)C1

assay / entry | 33 | 34 | 35 | 36 | 37 | 38 | 39 | 40
CHO-K1 Ca PAM | / | 11 | 26 | 5 | 16 | 14 | 13 | -1
TAAR1 ag | 6 | 16 | 5 | -1 | 1 | 1 | 12 | 8
M1 ag parental | / | 1.5 | 0.6 | 0.5 | 0.7 | 1.5 | 0.8 | 0.1
M1 ag | / | -4 | -5 | -4 | -2 | -5 | -6 | -3
CHRM1 antagonist | / | -16 | -9 | -5 | -23 | -6 | -12 | 18
TAAR1 antag | 5 | -7 | -8 | 6 | -18 | -16 | 5 | -4
OXTR potentiator | -4 | -3 | -10 | -2 | -1 | -8 | 1 | -16
CHO parental Ca | -6 | -24 | -2 | 0 | -2 | -6 | 2 | 2
CHO-K1 Ca antag | / | -12 | -16 | -1 | -10 | -16 | -7 | 13

[41] CCN1CCCC1CNC(=O)c1cc(S(=O)(=O)N(C)C)ccc1Cl (stereo not drawn)
[42] CCN(CC(=O)NC(C)C)C(=O)c1cc(S(=O)(=O)N2CCCCC2)ccc1N1CCCCC1
[43] Cc1ccc(S(=O)(=O)N2CCN(Cc3ccccn3)CC2)cc1
[44] N/C(=N\OC(=O)c1cc([N+](=O)[O-])ccc1Cl)c1cccnc1
[45] CN1C(=O)N(CC(=O)N2CCN(c3ccccc3F)CC2)C(=O)C12CCCCC2

assay / entry | 41 | 42 | 43 | 44 | 45
CHO-K1 Ca PAM | 2 | -1 | 16 | 4 | -18
TAAR1 ag | 0 | 1 | 1 | 2 | 1
M1 ag parental | 1.2 | 1.0 | 0.5 | 1.3 | 0.8
M1 ag | -11 | -4 | -3 | 0 | -3
CHRM1 antagonist | -4 | -1 | -9 | 3 | 20
TAAR1 antag | 3 | 3 | 3 | -21 | 1
OXTR potentiator | -8 | 3 | 5 | -3 | -4
CHO parental Ca | -1 | -16 | -1 | -14 | -19
CHO-K1 Ca antag | -12 | -15 | -21 | -7 | 0

Compound activity deposited in PubChem BioAssay by The Scripps Research Institute Molecular Screening Center.
